# RAD52 inh: RAD52 DNA annealing inhibitors, primary screen, biochemical, FRET, single point, set 2; recombinant RAD52 DNA annealing, FRET fluorescence; AID 651710, 2012; DNA repair protein RAD52 homolog (Homo sapiens), P43351; hit rate 0.46% among 360,000; inhibition, % at 18.7 µM;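 active means every replicate showing at least 50% inhibition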
# Target sequence (P43351 whole entry, looked up): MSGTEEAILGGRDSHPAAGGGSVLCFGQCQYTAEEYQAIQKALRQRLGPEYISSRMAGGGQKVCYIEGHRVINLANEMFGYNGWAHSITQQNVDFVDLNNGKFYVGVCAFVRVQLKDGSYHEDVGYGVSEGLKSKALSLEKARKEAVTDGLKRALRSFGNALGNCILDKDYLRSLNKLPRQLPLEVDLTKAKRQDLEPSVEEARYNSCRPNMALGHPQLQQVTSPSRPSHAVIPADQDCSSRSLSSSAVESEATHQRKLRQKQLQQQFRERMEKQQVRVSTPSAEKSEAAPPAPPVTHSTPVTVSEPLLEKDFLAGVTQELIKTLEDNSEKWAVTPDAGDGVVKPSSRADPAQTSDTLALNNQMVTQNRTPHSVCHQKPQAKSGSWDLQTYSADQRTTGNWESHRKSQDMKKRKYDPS
# RAD54 branch: inhibitors of human RAD54 branch migration, primary screen, biochemical, fluorescence, single point. inhibition, % at 10.4 µM. hit rate 0.14% among 360,000. RAD54 Holliday junction branch migration, FAM/BHQ fluorescence. AID 602329, 2012;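 active means mean normalized replicate activity at least 40 and at least half of replicates scoring 40 or more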;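 further: 0% = median of neutral control wells and 100% = median of positive control wells; inhibitors cause a drop in the FAM fluorescence signal; in these data hits start at about 50%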
# ARNT-TACC3 inh: disruptors of ARNT/TACC3 protein interaction, primary screen, biochemical, AlphaScreen, single concentration; inhibition, % at 9.99 µM; AlphaScreen His-ARNT PAS-B/GST-TACC3 binding, luminescence; TACC3 fragment carries E629A point mutation; Transforming acidic coiled-coil-containing protein 3 (Homo sapiens), Q9Y6A5; AID 623870, 2012; hit rate 0.66% among 390,000;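 active means mean inhibition of replicates at least 50% and at least half of replicates each reaching 50%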;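 further: 0% = complete ARNT plus TACC3 wells and 100% = ARNT alone without TACC3; many hits fall short of the cut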
# PglD DTNB: C. jejuni PglD acetyltransferase inhibitors, primary screen, biochemical, DTNB colorimetric, single point. purified PglD enzyme, DTNB colorimetric CoA detection. AID 602405, 2012. inhibition, % at 12.5 µM. UDP-N-acetylbacillosamine N-acetyltransferase PglD (Campylobacter jejuni). hit rate 0.098% among 360,000; in the data active means inhibition above about 16%, passing the limit was not always enough; further: strong numbers were not always called active
# Casp6 inh: human caspase-6 inhibitors, primary screen, biochemical, VEID-R110 fluorescence, single point, set 2. purified caspase-6, Z-VEID-R110 cleavage fluorescence. hit rate 0.53% among 350,000. P55212. inhibition, % at 12.5 µM. AID 686996, 2013;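 active means mean inhibition across replicates at least about 35%, with every replicate also reaching that limit, limit read from the data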;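 further: 0% = median of neutral control wells and 100% = no fluorescence left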
# E-selectin induc: E-selectin induction in HUVECs, primary screen, imaging, HUVEC, immunofluorescence imaging, single point; normalized: neutral wells 0, TNF-alpha wells 100; AID 686992, 2013; activation, % at 7.58 µM; hit rate 0.37% among 260,000; P16581;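 active means mean E-selectin-positive cell signal at least 10% of the positive control, reached in at least 60% of replicates, without over 20% cell loss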;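 further: in these data hits start at about 27%; measured in HUVEC primary endothelial cells; signal is the percent of cells scored E-selectin positive by PE staining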
#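 Test system: HUVEC; input: 3,000 HUVEC/well; measured by: immunofluorescence imaging; read-out: % PE-positive cells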
# ERp5 inh: inhibitors of ERp5-driven insulin aggregation, primary screen, biochemical, turbidity, absorbance 650 nm, single point; Protein disulfide-isomerase A6 (Homo sapiens), Q15084; 90 min; inhibition, % at 9.99 µM; hit rate 0.05% among 350,000; AID 651711, 2012;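 active means mean replicate inhibition above about 25%, with every replicate also reaching it, limit read from the data, passing the limit was not always enough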
# Target sequence (Q15084 whole entry, looked up): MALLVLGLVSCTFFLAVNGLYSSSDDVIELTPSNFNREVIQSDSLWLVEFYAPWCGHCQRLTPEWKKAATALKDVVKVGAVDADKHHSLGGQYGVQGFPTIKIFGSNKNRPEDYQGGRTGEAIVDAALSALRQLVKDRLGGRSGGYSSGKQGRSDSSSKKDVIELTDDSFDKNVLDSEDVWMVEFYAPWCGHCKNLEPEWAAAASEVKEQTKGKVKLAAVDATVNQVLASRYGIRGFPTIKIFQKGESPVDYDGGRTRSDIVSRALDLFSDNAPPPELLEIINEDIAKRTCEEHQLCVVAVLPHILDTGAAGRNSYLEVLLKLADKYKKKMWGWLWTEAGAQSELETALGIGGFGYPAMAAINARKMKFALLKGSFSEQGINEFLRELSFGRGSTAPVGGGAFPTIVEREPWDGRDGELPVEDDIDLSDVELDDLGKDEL
# esBAF inh: Bmi1 luciferase reporter increase in mESCs, primary screen, esBAF inhibitor project, mouse ES cells, Bmi1 luciferase knock-in, single point | AID 602393, 2012 | reporter increase, % at 12.5 µM | hit rate 2% among 350,000 | 24 h; 100% = twice the neutral-well signal; in the data active means activation above about 40%;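 further: 0% = median of the plate's neutral control wells and 100% = double that signal; a rise in the Bmi1 reporter signal indicates esBAF inhibition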
# The depositor's hits bear a star; · = not tested or not shown; & = joins results of further samples.
# Each structure is followed by: RAD52 inh	RAD54 branch	ARNT-TACC3 inh	PglD DTNB	Casp6 inh	E-selectin induc	ERp5 inh	esBAF inh
O=C1c2ccc(Oc3ccc([N+](=O)[O-])cc3)cc2C(=O)N1c1ccncc1
→ 4.7	-8.6	·	-0.8	0.6	·	-0.2	-8.8
Cc1ccc(-c2nc3cc(NS(=O)(=O)c4ccc(C)cc4)ccc3o2)cc1
→ ·	-3.9	-2.0	-0.2	·	·	·	12.8
CC(=O)Nc1ccc(NS(=O)(=O)c2ccccc2)cc1
→ -6.4	-1.2	1.5	4.2	0.3	·	-2.9	-9.3
COc1ccc(-c2cn(CC[C@H]3CC[C@H](NC(=O)CCN4CCCCC4)[C@@H](CO)O3)nn2)cc1
→ 5.9	0.1	2.5	2.2	-60.5	0.6	-1.5	1.4
COc1ccc(NC(=O)Nc2cccc3c2O[C@H](CN(C)C(=O)NC2CCCCC2)[C@@H](C)CN([C@H](C)CO)C3=O)cc1
→ 0.8&-13.1	3.3&-1.7	-13.4&2.6	-2.2&1.5	-0.8&-0.4	-6.3&1.2	-5.7&2.5	14.0&14.3
CCOC(=O)Nc1ccc2c(CN3CCC(C(=O)OC)CC3)cc(=O)oc2c1
→ -7.2	6.2	-4.7	3.9	0.8	·	2.6	0.2
COCC(=O)NC1CCN(S(=O)(=O)c2cccc(C(C)=O)c2)CC1
→ -16.2	·	-2.7	·	0.5	·	0.6	·
CCOC(=O)NC(=O)CSc1nnc(C)s1
→ ·	-3.5	3.3	0.9	·	·	·	5.5
COC(=O)C1CCN(C(=O)COC(=O)c2cc(S(=O)(=O)N3CCOCC3)ccc2C)CC1
→ -2.4	-7.0	-3.9	1.5	2.0	-0.5	11.2	-6.1
NS(=O)(=O)c1ccc(NC(=O)CSc2n[nH]c(=O)n2C2CC2)cc1
→ 10.3	1.7	-8.9	0.8	5.1	-0.2	11.1	4.1
Cc1cc(C)cc(OCCCCn2cncn2)c1
→ -0.8	-0.7	0.5	10.0	1.2	0.2	2.2	-0.3
CCCC#Cc1ccc2c(c1)O[C@@H](CN(C)C(=O)NCCC)[C@H](C)CN([C@@H](C)CO)S2(=O)=O
→ 2.3	7.9	1.1	-0.3	-1.7	0.0	-1.8	-4.0
COc1ccc(S(=O)(=O)Nc2ccc3c(c2)C(=O)N([C@@H](C)CO)C[C@@H](C)[C@H](CN(C)C(=O)Nc2cccc4ccccc24)O3)cc1
→ -13.0	-14.0	-2.4	-0.8	-1.7	0.9	-6.1	-0.6
O=C(NN1CCCCC1)NN1CCCCC1
→ -5.5	·	·	·	-1.8	0.1	0.4	·
CCC(=O)N1C[C@H](C)[C@@H](OC)CN(C)C(=O)c2cc(NC(=O)c3ccc(F)cc3)ccc2OC[C@H]1C
→ 3.2	-10.9	-10.5	-1.5	-1.5	-0.2	0.6	-0.8
CCCN1c2cccc3cccc(c23)S1(=O)=O
→ ·	-8.0	-3.5	1.0	·	·	·	2.5
COc1ccc(OCC(=O)NCCNC(=O)c2ccccn2)cc1
→ -4.8	-8.4	-16.7	-0.9	2.0	·	-0.8	-0.3
Cc1cccc(-n2[nH]c(C)c(C=Nc3ccc4[nH]c(=O)[nH]c4c3)c2=O)c1
→ -12.2	2.9	-4.0	-3.4	5.2	1.3	-4.7	-0.2
O=C(/C=C/c1ccc([N+](=O)[O-])cc1)NCc1ccccn1
→ ·	-4.3	-1.7	-0.8	·	0.2	·	6.1
COc1cc(CCC(=O)Nc2ccc(Cl)c(C(F)(F)F)c2)cc(OC)c1OC
→ -25.0	·	-12.3	·	0.1	·	3.4	·
Cc1ccc(S(=O)(=O)NC(=O)c2cccn2C)cc1
→ ·	-0.6	0.2	-6.1	·	·	·	-12.1
COc1ccc2c3c(n(C)c2c1)[C@@H](CO)N(C(=O)C1CCOCC1)CC31CN(C)C1
→ 29.7	·	·	·	-2.8	-0.1	3.8	·
O=C(CSc1nnc(Cc2cccs2)n1Cc1ccco1)Nc1ccc(Br)cc1
→ ·	-1.4	18.9	-13.0	·	·	·	-4.8
CCOc1ccc(Cc2nnc(SCC(=O)Nc3ccc(C(C)=O)cc3)[nH]c2=O)cc1
→ -22.1	-4.4	35.1	-3.4	4.2	0.0	-6.1	-4.9
O=C1CN(Cc2ccc(F)cc2)C[C@@H]2[C@H](c3ccc(-c4ccccc4F)cc3)[C@@H](CO)N12
→ -14.9	·	·	·	0.5	-0.2	0.0	·
C=C(C)Cn1c(C)cc(C)c(S(=O)(=O)c2cccc(C)c2)c1=O
→ -21.8	·	-2.8	·	-1.4	-0.1	-6.8	·
C[C@H]1CCCCO[C@H](CN(C)C(=O)Nc2ccc3c(c2)OCO3)[C@@H](C)CN([C@@H](C)CO)C(=O)c2cc(N(C)C)ccc2O1
→ 16.9	-0.8	9.5	-2.6	-0.2	0.8	1.9	24.8
Cc1ccc2sc(NNC(=O)c3cc(-c4cccs4)nc4ccccc34)nc2c1C
→ -19.5	·	·	·	-0.3	-1.1	-2.5	·
CCOc1cccc(CN2CCCC(C(=O)c3cccc(C(F)(F)F)c3)C2)c1O (stereo not given)
→ -12.0	·	4.3	·	0.4	·	-2.1	·
CCN1CCN(C(c2cccnc2)c2cc(Cl)c3cccnc3c2O)CC1 (stereo not given)
→ ·	10.7	55.4*	-1.9	·	·	·	-2.5
CO[C@@H]1CN(C)C(=O)c2cc(NS(=O)(=O)c3ccc(C)cc3)ccc2OC[C@@H](C)N(Cc2nccs2)C[C@H]1C
→ -24.1	1.6	-0.5	-1.2	-1.5	-0.1	-6.3	-0.4
c1cncc(-c2cnc3ccccc3c2)c1
→ -8.3	-1.5	8.3	2.0	-1.2	0.6	-1.8	29.6
COc1ccc(NC(=O)CSCC(=O)NCc2cccc(C(F)(F)F)c2)cc1
→ -9.6	-3.9	1.7	-4.5	0.2	-0.2	-4.6	-8.4
O=C(c1cnn2c(C(F)F)cc(-c3ccccc3)nc12)N1CCN(Cc2ccc3c(c2)OCO3)CC1
→ -22.0	9.9	3.4	-1.0	0.8	-0.2	-3.8	·
Cc1ccc(CSc2nc3c(c(N(C)C)n2)CCCC3)cc1
→ ·	-18.1	-2.9	8.2	·	·	·	-2.0
CCn1c(SCC(=O)Nc2ccccc2C(=O)OC)nnc1-c1ccc(N)cc1
→ ·	-3.0	-9.6	-2.8	·	·	·	-2.8
CCC(=O)Nc1ccc2c(c1)C(=O)N(C)C[C@@H](OC)[C@H](C)CN(C(=O)Cc1ccccn1)[C@@H](C)CO2
→ -8.2	-6.8	4.4	-3.7	-2.7	2.7	-1.2	-4.6
Cc1occc1C(=O)N/N=C/C=C/c1ccccc1
→ -27.8	·	2.5	·	1.2	·	3.3	·
CCn1c(C)c(C(C)=O)c(N2CCC(C(N)=O)CC2)nc1=S
→ ·	2.4	3.3	-4.7	·	·	·	-1.9
COc1cc(C2C(C(=O)/C=C/c3ccccc3)=C(O)C(=O)N2c2ccccn2)ccc1O (stereo not given)
→ -21.3	0.4	7.3	-0.9	9.9	·	-2.2	16.3
CCN(CC)CCN1c2ccccc2Sc2ccccc21
→ 10.9	1.1	2.7	-7.6	-9.5	-0.3	-6.4	-3.5
CC(=O)Oc1cccc(N2C(=O)C3CC=CCC3C2=O)c1 (stereo not given)
→ ·	3.5	-16.5	-4.7	·	·	·	-5.1
O=C(NCC(F)(F)F)C1C(=O)Nc2ccccc2C(=O)N1C1CCCC1 (stereo not given)
→ -18.9	·	·	·	-0.6	0.8	2.5	·
C[C@H]1CN([C@@H](C)CO)C(=O)CCCn2nncc2CO[C@H]1CN(C)Cc1ccc(Oc2ccccc2)cc1
→ 2.1	8.6	-1.7	-12.6	-0.3	-0.1	2.3	2.4
CN1C(=O)C2(OCC(CO)([N+](=O)[O-])CO2)c2ccccc21 (stereo not given)
→ -10.3	-7.6	11.4	5.3	1.2	·	4.8	-3.6
CCCN1[C@H](C(=O)N(C)C)[C@@H](CO)[C@@H]2Cn3c(ccc(-c4ccc(OC)cc4)c3=O)[C@@H]21
→ -4.8	-0.3	-9.4	-3.2	-1.0	-0.3	2.2	4.5
Cc1cc(C(=O)Nc2ccccc2C(=O)O)ccc1NC(=O)COc1cccc(C)c1C
→ 1.1	-4.7	-2.9	8.9	-0.6	1.3	7.1	-9.0
Cc1ccc(-n2c(C)cc(/C=N\NC(=O)CC(=O)NC(C)C)c2C)cc1
→ -21.0	·	6.7	·	1.9	1.2	2.7	·
C[C@H](CO)N1C[C@H](C)[C@@H](CN(C)Cc2cccc(C(=O)O)c2)Oc2ncc(C#C[C@@H](C)O)cc2C1=O
→ -15.6	7.3	-7.8	3.7	-0.5	0.1	0.3	-6.2
CCOCCCNC(=O)C1CCCN(S(=O)(=O)c2cccc3nsnc23)C1 (stereo not given)
→ -3.9	3.4	-11.9	-1.0	2.9	·	-3.3	-3.9
COc1ccc(Cl)cc1NC(=O)c1nnn(CC(=O)Nc2cc(C)cc(C)c2)c1N
→ -16.8	-9.7	-4.7	-3.8	5.6	·	1.7	-2.3
CN(CC1CCCN(CCc2ccc(Cl)cc2)C1)C(=O)CC(F)(F)F (stereo not given)
→ -11.9	-9.7	7.7	1.8	-4.0	0.4	-1.0	-6.2
CC(C)CO/C(=N/S(=O)(=O)c1ccccc1)c1ccccc1
→ ·	-1.1	-2.8	-4.3	·	·	·	3.9
CCOc1ccc2nc(N3CCCC(C(=O)NCCCN4C(C)CCCC4C)C3)sc2c1 (stereo not given)
→ 11.7	9.2	9.1	-2.8	-15.2	·	8.5	-66.2

# 7 entries drawn at random from the list so far:
# Each structure is followed by: RAD52 inh	RAD54 branch	ARNT-TACC3 inh	PglD DTNB	Casp6 inh	E-selectin induc	ERp5 inh	esBAF inh
CCC(=O)Nc1ccc2c(c1)C(=O)N(C)C[C@@H](OC)[C@H](C)CN(C(=O)Cc1ccccn1)[C@@H](C)CO2
→ -8.2	-6.8	4.4	-3.7	-2.7	2.7	-1.2	-4.6
Cc1ccc(CSc2nc3c(c(N(C)C)n2)CCCC3)cc1
→ ·	-18.1	-2.9	8.2	·	·	·	-2.0
CCOCCCNC(=O)C1CCCN(S(=O)(=O)c2cccc3nsnc23)C1 (stereo not given)
→ -3.9	3.4	-11.9	-1.0	2.9	·	-3.3	-3.9
CCn1c(C)c(C(C)=O)c(N2CCC(C(N)=O)CC2)nc1=S
→ ·	2.4	3.3	-4.7	·	·	·	-1.9
COc1ccc(Cl)cc1NC(=O)c1nnn(CC(=O)Nc2cc(C)cc(C)c2)c1N
→ -16.8	-9.7	-4.7	-3.8	5.6	·	1.7	-2.3
COc1ccc(NC(=O)CSCC(=O)NCc2cccc(C(F)(F)F)c2)cc1
→ -9.6	-3.9	1.7	-4.5	0.2	-0.2	-4.6	-8.4
CN(CC1CCCN(CCc2ccc(Cl)cc2)C1)C(=O)CC(F)(F)F (stereo not given)
→ -11.9	-9.7	7.7	1.8	-4.0	0.4	-1.0	-6.2

# Screening data deposited in PubChem by Broad Institute.
